Glioma ERSR ind: ER stress response induction in glioma; U87-MG GRP78 promoter luciferase reporter, 16 h; Potency, µM, for inactives: at the highest dose activation, usual class: activators; 420,000 compounds, 0.02% hits; AID 602332; further: series mostly up to about 76 µM; % of control where 0% means no effect; nearly all actives have a fitted effect of over 35% in size
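ERSR induction read as luciferase luminescence (Bright-Glo, 10 min at room temperature) in stably transfected human U87-MG glioma cells exposed to compounds for 16 h, using GRP78 as sensor.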
Vif-A3G inh: inhibitors of Vif-APOBEC3G interaction; AID 602310; Q9HC16; 410,000 compounds, 0.076% hits; HeLa A3G-eYFP + Vif (tagged APOBEC3G with the HIV-1 protein that degrades it), YFP fluorescence, overnight; Potency, µM (series often up to 46.1 µM), for the others: at the top dose activity, negative = active, actives largely listed as inhibitors;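 further: on the % scale 0 is the no-effect control and ±100 the full control effect; nearly all actives have a fitted effect of over 60% in size; hits raise eYFP signal because A3G escapes Vif-driven loss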
Target sequence (Q9HC16 whole entry, looked up): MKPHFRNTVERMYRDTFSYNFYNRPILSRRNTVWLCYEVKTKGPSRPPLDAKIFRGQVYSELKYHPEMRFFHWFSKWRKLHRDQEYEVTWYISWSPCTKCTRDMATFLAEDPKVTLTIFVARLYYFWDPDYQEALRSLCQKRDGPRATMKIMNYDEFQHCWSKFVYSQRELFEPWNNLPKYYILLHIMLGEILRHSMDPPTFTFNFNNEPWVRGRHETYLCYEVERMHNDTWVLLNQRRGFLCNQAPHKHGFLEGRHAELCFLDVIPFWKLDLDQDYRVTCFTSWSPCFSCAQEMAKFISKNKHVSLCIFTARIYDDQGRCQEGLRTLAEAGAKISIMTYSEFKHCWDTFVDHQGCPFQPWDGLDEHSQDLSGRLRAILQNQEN
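HeLa cells stably expressing Vif and C-terminally eYFP-tagged A3G, seeded overnight at 37 deg C, then exposed to compound by pintool overnight at 37 deg C. Rise in yellow fluorescence (Ex 488/Em 500-530, Acumen) marks blocked Vif-driven A3G degradation.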
The depositor's hits bear a star; ? = inconclusive; & = joins results of further samples. The call rests on the fitted dose curve; in most records, active means well fitted curve in the direction sought with a large enough effect; inconclusive means small, poorly fitted or top-dose-only effect, or another doubt; inactive means no such curve, though single readings can be large; an effect the other way counts as inactive or inconclusive. Potency means the concentration at half of the fitted maximal effect. This is a subset, so the mix of outcomes need not match the whole.

SMILES	Glioma ERSR ind	Vif-A3G inh
CCOC1=C2CN(S(=O)(=O)c3ccc(C)cc3)[C@H](c3cccs3)C[C@H]2n2c(=O)n(-c3ccccc3)c(=O)n2C1	-4%	-3%
O=C(c1ccco1)N(Cc1cccs1)c1ccc(O)cc1	-1%	-2%
COc1ccc(OC)c(NC(=O)C2(C)CCN2Cc2ccc(SC)cc2)c1 (stereo unspecified)	-5%	2%
CCCNC(=O)C1(C)CCCN(Cc2ccc(-c3ccccc3)o2)C1 (stereo unspecified)	0%	-3%
COc1cccc(C(c2nnnn2-c2c(C)cccc2C)N2CCN(C/C=C/c3ccccc3)CC2)c1OC (stereo unspecified)	-3%	2%
CCNC(=O)c1cc2c(c(-c3cccc(-c4cccc(C(=O)N(C)C)c4)c3)n1)[C@H](CCO)N(S(=O)C(C)(C)C)C2 (stereo partly specified)	18%	0%
O=C(NC(c1ccccc1)c1ccc2ccccc2n1)C1CCN(Cc2cccc(C(F)(F)F)c2)CC1 (stereo unspecified)	10%	-6%
Cc1ccccc1Nc1nc(N)[nH]c(=O)c1N=O	1%	-3%
FC(F)(F)c1ccccc1Cc1c(-c2cccc(Br)c2)nc2ccc(Br)cn12	-2%	-2%
S=c1nc(-c2ccccn2)c(-c2ccccn2)n[nH]1	0%	2%
CCNC(=O)C1(C)CCCN1C(=O)c1ccc(N(C)C)cc1 (stereo unspecified)	-4%	-2%
CC1(C(=O)NS(=O)(=O)c2ccc(F)cc2F)CCN1C(=O)Cc1ccc(-c2ccccc2)cc1 (stereo unspecified)	-2%	-1%
O=C(NCCc1nc2ccccc2n1CCOc1cccc2ccccc12)C1CCCCC1	-4%	0%
CCc1nc2ccc(C(=O)NC3CCN(Cc4ccccc4)CC3)cn2c1N(CC)CCOC	-1%	2%
C=C1CCN(C(CC(C)C)C(=O)NN2CCOCC2)S(=O)(=O)c2ccccc21 (stereo unspecified)	-1%	1%
Cn1ccc2c(/C=C/c3ccc(F)cc3)cc3c(c21)C1CCC3O1 (stereo unspecified)	-2%	-5%
COCCNC(=O)C1(C)CCCN(Cc2ccc(Oc3ccccc3)cc2)C1 (stereo unspecified)	-1%	0%
Nc1nc2ccccc2n1S(=O)(=O)c1ccc([N+](=O)[O-])cc1	-3%	?
Cc1ccccc1S(=O)(=O)NC(=O)C1(C)CCN1C(=O)c1ccccc1CCc1ccccc1 (stereo unspecified)	-2%	1%
Cc1ccc(-c2csc(C(C)(O)c3ccc(F)c(F)c3)n2)cc1C (stereo unspecified)	-5%	-11%
CN(C)CCNC(=O)c1cccc(-c2cnc3c(NC=O)cc(-c4cc(F)c(F)c(F)c4)cn23)c1	-6%	-4%
CCCNC(=O)C1(C)CCCN(C(=O)Cc2ccc(OC)cc2)C1 (stereo unspecified)	-5%	0%
CCCCNC(=O)C1(C)CCC(=O)N1CC(F)(F)F (stereo unspecified)	-3%	-2%
COc1ccc(Cl)cc1-c1cc(C(=O)NCc2ccco2)[nH]n1	1%	-5%
O=C(Nc1ccc([N+](=O)[O-])cc1Cl)c1ccccc1O	-6%&-3%	-20%&-16%
COc1ccc(Cc2nnc(SC)n2-c2ccc(F)cc2)cc1OC	-5%	-2%
CCc1nc2ccc(C(=O)N3CCN(C(=O)c4ccco4)CC3)cn2c1N(C)C(=O)c1cccc(OC)c1	-5%	0%
O=C(NCc1ccco1)c1cccc(-c2cncc3nccn23)c1	-3%	-2%
COCCNC(=O)C1(C)CCCN(C(=O)c2ccccc2)C1 (stereo unspecified)	-2%	0%
CCNC(=O)C1CCCN(C(=O)c2ccc(C(=O)OC)cc2)CC1 (stereo unspecified)	-3%	0%
COCCNC(=O)C1(C)CCCN(C(=O)c2ccco2)C1 (stereo unspecified)	-3%	-2%
COCOc1cccc(CN2CCC2(C)C(=O)Nc2ccc3c(c2)OCO3)c1 (stereo unspecified)	-3%	-4%
CC1(C(=O)NS(=O)(=O)c2ccc(F)cc2F)CCN1C(=O)CCc1ccc(Cl)cc1Cl (stereo unspecified)	-1%	-3%
O=C(Nc1ccccc1F)c1ccc2sc([C@@H]3O[C@H](CO)[C@H](O)[C@H](O)[C@H]3O)nc2c1	1%	2%
COc1ccc(-c2csc(C(O)c3ccccc3)n2)cn1 (stereo unspecified)	4%	3%
CCCS(=O)(=O)NC(=O)C1(C)CCCN(C(=O)c2ccc3snnc3c2)C1 (stereo unspecified)	-1%	-4%
Oc1ccc(C[C@@H](CN2CCC[C@@H]2CN2C(=S)NC[C@@H]2Cc2ccccc2)N2C[C@H](Cc3ccccc3)N(CCc3ccccc3)C2=S)cc1	-5%	-1%
COc1ccc(C(C)(O)c2nc(-c3csc4ccccc34)cs2)cc1 (stereo unspecified)	1%	?
O=C(Nc1ccc2c(c1)OCO2)c1csc([C@@H]2C[C@H](O)[C@@H](CO)O2)n1	2%	-1%
CCCc1nc2ccc(Cl)cn2c1Cc1cccc(Cl)c1	-1%	-20%
CC(=O)Nc1cccc(-c2ccnc3c2CC(C(=O)NCCc2ccccc2)O3)c1 (stereo unspecified)	-2%	?
CC(CCC(C)[n+]1cccc(C#N)c1)[n+]1cccc(C#N)c1 (stereo unspecified)	-3%	2%
CCN(CC)c1nc(C#N)nc(N2CCOCC2)n1	-3%	-4%
NC(=O)c1cccc(-c2ccnc3c2CC(C(=O)NCc2ccco2)O3)c1 (stereo unspecified)	-2%	?
Cc1ccc(NC(=O)C2(C)CCN2C(=O)Cc2ccccc2Cl)cc1C (stereo unspecified)	-3%	-1%
c1ccc(Cn2ncc3c(N4CCN(c5ccccc5)CC4)ncnc32)cc1	2%	-10%
COc1ccc(CN2CCC(C)(Oc3ccc4c(c3)OCO4)C2)c2ccccc12 (stereo unspecified)	-1%	1%
CN(C(=O)CN1CCN(c2cc(-c3ccc(-c4ccccc4)cc3)ncn2)CC1)c1ccccc1	-4%	-6%
CC(C)CNc1ncnc2oc(-c3ccco3)c(-c3ccco3)c12	-3%	-15%
COc1ccc(OC)c(C(O)c2ncc(-c3ccccc3OC)[nH]2)c1 (stereo unspecified)	-2%	-5%
CCOC(=O)C1=CCC(c2ccccc2)N(S(=O)(=O)c2ccccc2)C1 (stereo unspecified)	3%	-2%
CC1(C)Nc2cccc3c(N=Nc4ccc(N=Nc5ccccc5)c5ccccc45)ccc(c23)N1	-3%	5%
Cc1ccc(C)c(NCCCCCCCC(=O)O)c1	0%	2%
Cc1ccc(SCC(CC(C)C)N2CCN(C)CCC2=O)cc1 (stereo unspecified)	-1%	0%
Cc1cc(C(=O)N2CCC2(C)C(=O)NS(=O)(=O)c2ccc(Cl)cc2)nn1C (stereo unspecified)	-1%	-1%
c1cc2cc(CNc3nc(NCC4CC4)nc4ccsc34)ccc2o1	-4%	-13%
Cc1ccsc1C(=O)N1CCC1(C)C(=O)Nc1ccc2c(c1)OCCO2 (stereo unspecified)	-1%	-3%
CC1(C(=O)NS(=O)(=O)c2cccc(Cl)c2)CCN1C(=O)CCc1ccccc1 (stereo unspecified)	-1%	-3%
O=C(NCc1cc(Cl)cc(Cl)c1)c1ccc2nc([C@H]3C[C@H](O)[C@@H](CO)O3)[nH]c2c1	-3%	0%
COCCNc1nc(NCCOc2ccccc2Cl)c2sccc2n1	-3%	-7%
Next part.
SMILES	Glioma ERSR ind	Vif-A3G inh
Cc1sc2ccccc2[n+]1CC(=O)c1ccc(F)cc1	-2%	0%
C/C(=C1/C=Nc2ccccc21)c1ccc(N(C)C)cc1	-1%	-6%
CCCC(=O)N1CCC1(C)C(=O)NS(=O)(=O)c1cccc(Cl)c1 (stereo unspecified)	0%	0%
CC1(C(=O)NS(=O)(=O)c2cccc(OC(F)F)c2)CCN1C(=O)Cc1ccsc1 (stereo unspecified)	-2%	2%
COc1ccc(C)cc1-n1nnnc1SCc1nc(N)nc(N(C)C)n1	-4%	-2%
CCc1ccc2c(c1)NC(=O)C2(C)Cc1ccc(F)cc1 (stereo unspecified)	1%	-2%
CCCCNC(=O)C1(C)CCN1C(=O)c1ccc2sccc2c1 (stereo unspecified)	-1%	-5%
CCc1nc2ccc(C(=O)Nc3cc(-c4ccccc4)ccc3OC)cn2c1N(CC)CCN(C)C	2%	-29%
CCNC(=O)C1(C)CCCN(C(=O)c2cc(C)nn2C(C)(C)C)C1 (stereo unspecified)	-2%	0%
CCCOc1ccc(F)cc1-c1cc(C(=O)Nc2cc(OC)ccc2OC)[nH]n1	-6%	-19%
COc1ccc(CN2C(=O)C(C)Nc3ncnc(N4CCc5ccccc5C4)c32)cc1 (stereo unspecified)	-1%	?
CC1(C(=O)NS(=O)(=O)c2ccc(F)cc2F)CCN1C(=O)Cc1cccc2ccccc12 (stereo unspecified)	1%	-1%
CC(=O)Nc1ccc(-c2ccnc3c2CC(C)(C(=O)NCC2CCOCC2)O3)cc1 (stereo unspecified)	2%	-15%
COc1ccc(CNC(=O)c2cn(Cc3ccccc3OC)c(=O)s2)cc1	-1%	-4%
CC1CCc2nc(-c3cc4c(ccc5ccccc54)oc3=O)sc2C1 (stereo unspecified)	-4%	0%
CC1(C(=O)Nc2cccc3ncccc23)CCN1C(=O)C1(c2ccccc2)CC1 (stereo unspecified)	-1%	-5%
O=C(Cc1ccc(OCCc2ccccc2)cc1)NO	3%	0%
OC(c1cc(Cl)cc(Cl)c1)c1ncc(-c2cccc(F)c2)[nH]1 (stereo unspecified)	6%	-16%
CCOC(=O)C1CCN(C(=O)c2[nH]c(C(F)(F)F)nc2-c2ccccc2)CC1	-4%	0%
CC(C)c1ccc(CC(=O)N2CCC2(C)C(=O)NS(=O)(=O)c2ccc(C(C)(C)C)cc2)cc1 (stereo unspecified)	11%	0%
OC(Cc1ccccc1)c1ncc(-c2ccc3ccccc3c2)[nH]1 (stereo unspecified)	1%	-24%
CCNC(=O)N(C)c1c(CC)nc2ccc(C(=O)N3CCN(S(=O)(=O)CC)CC3)cn12	-3%	-3%
CC(=O)NC1CCCC1C#N (stereo unspecified)	-2%	-1%
CN(c1cccc(F)c1)c1cc2c(c3c1ccn3C)C1CCC2C1 (stereo unspecified)	-6%	1%
CCC(=O)N1CCCC(C(=O)NS(=O)(=O)c2cc(C)c(Cl)cc2C)CC1 (stereo unspecified)	-4%	3%
CCCCNC(=O)C1(C)CCCCN1C(=O)c1cc(OC)ccc1Br (stereo unspecified)	-6%	0%
Cc1cccc(S(=O)(=O)NC(=O)C2(C)CCN2C(=O)Cc2cc(F)ccc2F)c1 (stereo unspecified)	18%	0%
Cc1c(C(=O)NCc2cccs2)sc(=O)n1Cc1ccc(S(=O)(=O)N(C)C)cc1	0%	-3%
CC(=O)c1ccc(-c2c(C3C4C=CCCC4(C)C(=O)N3Cc3ccccc3)ccc3ccccc23)cc1 (stereo unspecified)	-3%	-5%
CC1(C(=O)NS(=O)(=O)Cc2ccccc2C(F)(F)F)CCN1C(=O)c1ccco1 (stereo unspecified)	-2%	2%
OCCNc1ncnc2c1ncn2[C@H]1CN(Cc2ccco2)C[C@@H](CO)O1	-1%	1%
Cc1c(C(=O)N2CCCC2(C)C(=O)NCC(C)C)oc2ccccc12 (stereo unspecified)	-1%	-5%
C(=C\c1ccnc2ccccc12)/c1ccc(-[n+]2cc[n+](-c3ccc(/C=C/c4ccnc5ccccc45)cc3)cc2)cc1	-1%	0%
COc1ccccc1N(C)C	-4%	-2%
Cc1ccc(C(=O)C(OC(=O)CNC(=O)COc2ccccc2C)c2ccccc2)cc1 (stereo unspecified)	-2%	4%
O=[N+]([O-])c1ccc(/C=C/c2ccnc3ccccc23)cc1	-3%	2%
CCCCCCC[n+]1ccc(/C=C/c2c[nH]c3ccccc23)c2ccccc21	-12%	?

Entries from the list above that have a Cl atom, in the order listed:
SMILES	Glioma ERSR ind	Vif-A3G inh
COc1ccc(Cl)cc1-c1cc(C(=O)NCc2ccco2)[nH]n1	1%	-5%
O=C(Nc1ccc([N+](=O)[O-])cc1Cl)c1ccccc1O	-6%&-3%	-20%&-16%
CC1(C(=O)NS(=O)(=O)c2ccc(F)cc2F)CCN1C(=O)CCc1ccc(Cl)cc1Cl (stereo unspecified)	-1%	-3%
CCCc1nc2ccc(Cl)cn2c1Cc1cccc(Cl)c1	-1%	-20%
Cc1ccc(NC(=O)C2(C)CCN2C(=O)Cc2ccccc2Cl)cc1C (stereo unspecified)	-3%	-1%
Cc1cc(C(=O)N2CCC2(C)C(=O)NS(=O)(=O)c2ccc(Cl)cc2)nn1C (stereo unspecified)	-1%	-1%
CC1(C(=O)NS(=O)(=O)c2cccc(Cl)c2)CCN1C(=O)CCc1ccccc1 (stereo unspecified)	-1%	-3%
O=C(NCc1cc(Cl)cc(Cl)c1)c1ccc2nc([C@H]3C[C@H](O)[C@@H](CO)O3)[nH]c2c1	-3%	0%
COCCNc1nc(NCCOc2ccccc2Cl)c2sccc2n1	-3%	-7%
CCCC(=O)N1CCC1(C)C(=O)NS(=O)(=O)c1cccc(Cl)c1 (stereo unspecified)	0%	0%
OC(c1cc(Cl)cc(Cl)c1)c1ncc(-c2cccc(F)c2)[nH]1 (stereo unspecified)	6%	-16%
CCC(=O)N1CCCC(C(=O)NS(=O)(=O)c2cc(C)c(Cl)cc2C)CC1 (stereo unspecified)	-4%	3%

Screening data deposited in PubChem by National Center for Advancing Translational Sciences (NCATS).
